Screening data as filed in PubChem BioAssay.
hgDAF12 agonist: activates the H. glycines DAF-12 receptor ligand-binding domain. HEK293 GAL4-hgDAF12 UAS-luciferase reporter, agonist luminescence; normalized to butyrate control. activation, % at 6.8 µM. hit rate 1.8% among 370,000;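 active = activation above a cutoff set at the mean of all screened compounds plus 3 SD, cut at about 10% in these data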;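 note: 0% = DMSO wells and 100% = sodium butyrate wells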
DAX1 inh-1: blocks DAX1 repression of SF-1 activated StAR promoter | HEK293T StAR-luciferase reporter, SF-1/DAX-1 repression relief | inhibition, % at 6.8 µM | hit rate 1.1% among 370,000 | AID 652010;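 active = inhibition above the mean over all tested compounds plus 3 SD, cut at about 3.6% in these data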;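 note: 0% = DAX-1 cells with DMSO and 100% = cells lacking DAX-1 with DMSO; higher inhibition means more luminescence from relief of DAX-1 repression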
PG9 Ab binder: binds the HIV-1 gp120 antibody PG9; hit rate 0.43% among 360,000; AID 624416; TR-FRET gp120-PG9 antibody binding; inhibition, % at 6.7 µM; in the data active = inhibition above about 8.5%
PLCb3 inh: PLC-beta3 (human) inhibition, primary screen. Q01970. Purified PLC-beta3, fluorogenic substrate, fluorescence. inhibition, % at 12.2 µM. hit rate 0.18% among 370,000. AID 720704; in the data active = inhibition above about 11%;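 note: 0% = median of compound wells on plate and 100% = full blocker control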
hcDAF12 agonist: activators of H. contortus DAF-12 nuclear receptor; HEK293 hcDAF-12 lit1-tk-luc reporter, luminescence; 0% DMSO, 100% Δ7-dafachronic acid; activation, % at 6.8 µM; hit rate 1.4% among 370,000; AID 652067;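 active = activation above the mean of all tested compounds plus 3 SD, cut at about 5.5% in these data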;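 note: 100% = response to 3 µM Δ7-dafachronic acid high control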
SMARCA2 act: increases SMARCA2 function in MMTV reporter cells. MG213 cells, MMTV-luciferase reporter, dexamethasone, overnight. activation, % at 9.1 µM. hit rate 1% among 370,000. AID 652017; in the data active = activation above about 7.8%;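 note: 0% = vehicle wells and 100% = reference activator wells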
Rev-erbA mod: modulators of human Rev-erb alpha DNA binding | P20393 | Rev-erbα–FITC-DNA binding, fluorescence polarization, 90 min | activity, % at 10 µM | hit rate 0.79% among 370,000 | AID 1259318;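 active = activity above about 14%, limit read from the data; passing the limit was not always enough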;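 note: 0% = DMSO wells with 35 nM protein and 100% = DMSO wells with 750 nM protein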
Target sequence (P20393 whole entry, looked up): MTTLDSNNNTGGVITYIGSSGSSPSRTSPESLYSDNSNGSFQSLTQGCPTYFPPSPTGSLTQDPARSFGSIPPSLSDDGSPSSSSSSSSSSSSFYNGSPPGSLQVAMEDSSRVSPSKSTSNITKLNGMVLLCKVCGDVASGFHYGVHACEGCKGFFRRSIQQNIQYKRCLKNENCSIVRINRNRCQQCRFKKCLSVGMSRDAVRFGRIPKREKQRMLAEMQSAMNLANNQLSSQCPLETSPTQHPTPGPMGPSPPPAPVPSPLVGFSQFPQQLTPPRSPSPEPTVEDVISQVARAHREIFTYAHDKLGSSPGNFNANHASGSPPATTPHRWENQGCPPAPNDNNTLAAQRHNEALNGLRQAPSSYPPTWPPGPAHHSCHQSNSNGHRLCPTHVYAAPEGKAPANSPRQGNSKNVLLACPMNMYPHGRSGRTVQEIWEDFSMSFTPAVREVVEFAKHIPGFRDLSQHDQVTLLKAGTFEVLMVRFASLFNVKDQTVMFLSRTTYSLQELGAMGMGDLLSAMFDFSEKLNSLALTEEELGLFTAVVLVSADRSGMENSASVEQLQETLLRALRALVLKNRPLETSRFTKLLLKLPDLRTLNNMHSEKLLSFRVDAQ
ssDAF12 agonist: activators of S. stercoralis DAF-12 nuclear receptor | HEK293 ssDAF-12/GRIP1 lit1-tk-luc reporter, luminescence; % of 3 µM dafachronic acid response | activation, % at 6.8 µM | hit rate 1% among 370,000 | AID 652126;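 active = activation above the mean over all tested compounds plus 3 SD, cut at about 0.9% in these data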;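 note: 0% = DMSO-only wells and 100% = 3 µM delta7-dafachronic acid wells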
DAX1 inh-2: inhibits human nuclear receptor DAX1. HEK293 Gal4-DAX1 luciferase reporter, luminescence. inhibition, % at 6.75 µM. hit rate 0.99% among 340,000. AID 504766;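 active = inhibition above the mean over all tested compounds plus 3 SD, cut at about 4.2% in these data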;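 note: 0% = DAX1-transfected cells with DMSO and 100% = empty-vector control cells with DMSO; inhibition shows as a rise in luminescence from relieved DAX1 repression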
GAA850 FXN act: frataxin GAA850 promoter activation; activation, % at 6 µM; HEK293 lucGAA850 FXN promoter luciferase reporter, 24 h; percent of 10 µM SAHA response; hit rate 0.56% among 360,000;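 active = activation above the average of all compounds screened plus 3 SD, cutoff fixed separately per campaign, cut at about 7.5% in these data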;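 note: 0% = DMSO wells and 100% = 10 µM SAHA wells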
HGIII-sPLA2 inh: Blocks human group III sPLA2 activity. hit rate 0.56% among 370,000. QFRET BODIPY PC-A2 liposome hydrolysis, fluorescence. inhibition, % at 12.2 µM;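 active = inhibition above mean plus 3 SD of compounds lying within the high and low control bounds, cut at about 19% in these data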;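 note: 0% = median of test compound wells and 100% = no enzyme DMSO wells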
Target sequence (Q9NZ20 whole entry, looked up): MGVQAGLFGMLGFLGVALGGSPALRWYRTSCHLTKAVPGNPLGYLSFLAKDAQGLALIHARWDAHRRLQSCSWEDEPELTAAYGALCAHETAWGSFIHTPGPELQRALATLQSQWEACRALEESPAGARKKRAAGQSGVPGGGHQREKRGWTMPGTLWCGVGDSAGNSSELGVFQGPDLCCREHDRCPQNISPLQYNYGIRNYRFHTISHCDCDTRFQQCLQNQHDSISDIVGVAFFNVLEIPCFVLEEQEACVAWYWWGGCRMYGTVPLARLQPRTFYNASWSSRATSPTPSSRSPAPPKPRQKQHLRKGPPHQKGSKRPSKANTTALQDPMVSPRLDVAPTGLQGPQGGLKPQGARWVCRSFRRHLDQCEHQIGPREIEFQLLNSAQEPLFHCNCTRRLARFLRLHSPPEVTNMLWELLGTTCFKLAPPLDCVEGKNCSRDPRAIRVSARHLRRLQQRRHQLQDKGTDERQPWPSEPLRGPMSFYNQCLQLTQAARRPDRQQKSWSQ
* marks the source's active call; other numbers are inactive results; i = inactive; nt = no result given.

SMILES | hgDAF12 agonist | DAX1 inh-1 | PG9 Ab binder | PLCb3 inh | hcDAF12 agonist | SMARCA2 act | Rev-erbA mod | ssDAF12 agonist | DAX1 inh-2 | GAA850 FXN act | HGIII-sPLA2 inh
O=c1[nH]cc(COCc2ccccc2)c(=O)[nH]1 | 0.3 | -0.9 | -0.7 | -0.8 | -0.3 | -1.1 | -1.2 | -1.3 | 0.7 | -1.1 | 0.7
O=C(Nc1nc(-c2ccc(S(=O)(=O)N3CCCC3)cc2)cs1)c1ccco1 | -2.3 | -2.0 | 1.1 | -8.5 | -2.4 | -3.2 | 3.1 | -1.5 | -0.4 | -1.2 | -6.8
CC(C)Oc1ccc(/C=C(/NC(=O)c2ccccc2)C(=O)NCCC(=O)O)cc1 | 0.9 | 1.1 | -0.4 | -0.1 | -1.2 | -5.3 | -6.9 | -1.2 | 0.0 | 1.6 | 9.1
O=C1c2ccccc2N(Cc2ccc(Cl)cc2)C2=NCCN12 | -0.6 | 0.1 | -2.5 | 0.2 | -0.4 | 0.3 | -2.1 | -0.9 | 1.1 | 4.0 | -2.3
CCN(CC)C(=O)c1cccc2c1C(=O)c1ccccc1-2 | -0.2 | -1.0 | 0.9 | 0.5 | -1.9 | -0.8 | 0.6 | -1.7 | -1.5 | 0.0 | 6.5
O=C(Nc1nccs1)c1c(O)c2c([nH]c1=O)CCCC2 | 7.4 | 0.1 | -2.9 | -5.9 | 1.9 | 4.2 | 15.2 | -0.2 | -0.1 | 2.9 | -5.9
COc1ccc([C@@H]2C=C(C(=O)O)O[C@H](OCCCCO)C2)cc1 | 2.6 | -0.2 | 0.1 | -20.5 | 0.7 | 3.2 | -8.4 | -1.2 | 0.9 | -0.6 | 3.2
COc1ccc(C(=O)NCC(c2ccco2)N2CCCCC2)cc1S(=O)(=O)Nc1ccc(C)cc1 (configuration not stated) | 3.0 | -1.6 | 1.1 | 4.9 | 1.9 | -0.1 | -5.8 | -0.8 | 0.7 | -0.7 | -21.7
Cc1nn(-c2ccccc2)c(N2CCCC2)c1/C=C1\N=C(c2ccc(F)cc2)OC1=O | 0.0 | -0.4 | 0.9 | 2.6 | -0.5 | -3.2 | -4.8 | -1.3 | 0.1 | 0.5 | -0.3
Cc1cc(S(=O)(=O)Nc2ccc(C(=O)NCCCn3ccnc3)cc2)ccc1F | -0.6 | -2.4 | 1.4 | -12.2 | -0.7 | -3.0 | -3.7 | -1.2 | 0.3 | 2.5 | -0.6
Cc1ccc(CNC(=O)COC(=O)CCC(=O)c2cccs2)cc1 | 1.2 | 0.2 | 0.5 | -8.8 | -0.3 | -2.8 | -1.5 | -1.0 | 0.0 | -0.1 | -1.3
CC1(C)Cc2c(c(N3CCOCC3)nc3sc(C(=O)Nc4ccc(Cl)cc4)c(N)c23)CO1 | -1.3 | 0.1 | 3.3 | i | -3.5 | -1.3 | -1.5 | -1.1 | -1.3 | -1.2 | -8.3
Cc1nnc(SCc2cnc(-c3ccccc3)o2)[nH]c1=O | 0.7 | -0.1 | 1.8 | -0.3 | -1.0 | -3.4 | -5.2 | -0.5 | 0.8 | 1.1 | -6.3
C=CCNC(=O)c1ccncc1 | 3.2 | -0.8 | -1.1 | 4.2 | -1.2 | 1.9 | 4.4 | -0.5 | 0.2 | 1.4 | -0.9
O=C(CCS(=O)(=O)c1ccc2c(c1)NC(=O)CO2)NCCc1ccc(Cl)cc1 | -0.5 | -0.2 | 1.0 | -9.9 | -2.4 | -2.7 | 4.0 | -1.1 | 0.0 | -0.3 | -2.1
CCOC1=C/C(=C/c2c(N)n3nc(S(=O)(=O)CC)sc3nc2=O)C=CC1=O | 0.4 | -0.9 | -0.6 | -6.2 | -0.9 | -1.9 | -2.5 | -1.6 | -1.9 | 1.4 | -1.5
CSCCC(NC(=O)c1ccc([N+](=O)[O-])cc1Cl)C(=O)OCC(=O)NC(=O)CN1CCCC1=O (configuration not stated) | 0.9 | 1.5 | -2.5 | 0.2 | 2.4 | 7.0 | 11.0 | -1.0 | 0.2 | -0.9 | -1.0
CCc1ccc(C(=O)C(C)OC(=O)Cn2cnc3c2c(=O)n(C)c(=O)n3C)cc1 (configuration not stated) | 1.4 | -1.9 | 0.4 | 6.0 | -2.0 | -2.8 | -3.6 | -0.5 | -0.9 | 2.2 | -8.6
CC1CCN(S(=O)(=O)c2ccc(NC(=O)N3c4ccccc4Sc4ccccc43)cc2)CC1 | -1.7 | -0.5 | -1.1 | -5.0 | -1.0 | -2.1 | 3.1 | -1.5 | 1.5 | -1.1 | 6.8
Cc1cc(C)nc(N/N=C/c2ccccc2OCc2ccc(Cl)cc2)n1 | 3.0 | 0.4 | -0.5 | 1.5 | -0.7 | 0.1 | 0.6 | -1.7 | 0.2 | -0.6 | -0.3
COC(=O)Cn1cnc2c(nnn2-c2ccc(F)cc2)c1=O | -2.0 | -0.3 | 0.3 | 2.2 | 2.4 | 0.6 | 0.9 | -0.7 | 1.9 | 3.9 | 13.9
CN(C)CCCCOc1ccc(Br)cc1Cl | 0.2 | -1.0 | 0.3 | -2.6 | 0.4 | 0.5 | -1.7 | -1.4 | -0.1 | 2.0 | -1.9
Cc1oc(C(C)(C)C)c(CN2CCOCC2)c1C(=O)O | -2.2 | 1.8 | -0.2 | -5.3 | -1.6 | -2.4 | -2.1 | -1.3 | 0.1 | 1.0 | 5.9
Cc1ccc(-c2nc3ccccc3c(=O)n2NC(=O)c2cccs2)cc1 | -0.4 | 0.6 | 1.6 | 5.8 | 3.1 | -3.9 | 0.5 | -0.2 | 1.6 | 0.8 | -4.5
CC(=O)Nc1ccc(Nc2nc3ccccc3nc2NS(=O)(=O)c2ccccc2)cc1 | 1.3 | -0.6 | 1.6 | -32.7 | -0.4 | -4.7 | -1.3 | -1.1 | 1.4 | 3.5 | -2.3
COc1ccccc1-n1c(SCC(=O)Nc2ccc(F)cc2)nc2c(c1=O)SCC2 | -1.6 | -3.5 | -0.2 | -3.7 | 0.5 | -0.2 | 2.3 | -1.2 | -0.3 | -2.8 | 5.2
S=C1CCC(c2ccc(Cl)cc2)=NN1c1ccccc1 | -0.2 | 0.5 | -0.4 | -0.2 | -1.2 | -3.2 | -1.2 | -1.8 | 1.1 | -0.3 | -16.0
CCOC(=O)C1(CC2CCCCO2)CCN(Cc2nc3ccccc3nc2C)CC1 (configuration not stated) | -0.1 | -0.8 | -1.3 | -10.5 | 4.0 | 2.9 | 0.4 | -0.9 | nt | 3.8 | -0.9
COC(=O)Nc1ccc(S(=O)(=O)NCc2ccccn2)cc1 | -1.0 | 0.5 | 2.3 | -1.9 | -1.2 | -4.8 | 0.7 | -2.2 | -0.7 | -0.1 | 2.0
CC1CC(C)CN(C(=O)CN(C)S(=O)(=O)c2ccc3c(c2)c(=O)n(C)c(=O)n3C)C1 (configuration not stated) | 1.3 | 0.2 | -0.6 | -4.4 | 2.6 | -1.2 | 1.1 | -1.1 | -0.5 | 0.5 | 2.2
O=C(CSc1nnc(-c2cccnc2)n1-c1ccc(Cl)cc1)Nc1ccc(S(=O)(=O)Nc2nccs2)cc1 | -2.5 | -0.1 | nt | -1.8 | -1.6 | -3.3 | 0.5 | -1.5 | nt | nt | -45.9
C[C@H](NC(=O)c1nc[nH]c1C(=O)NC(c1ccccc1)c1ccccc1)C(=O)OCc1ccccc1 | -0.2 | 0.1 | -0.1 | -3.9 | 0.7 | -0.6 | 4.8 | -1.2 | 0.3 | -0.3 | -7.0
O=C(O)c1ccc(-c2noc(-c3cccc(Cl)c3)n2)cc1 | 0.9 | -0.1 | -1.1 | 2.2 | -0.2 | 2.2 | -3.2 | -1.3 | -0.1 | 2.2 | 1.5
CCCCN1C2CCCC1CC(NC(=O)c1ccccc1Cl)C2 (configuration not stated) | 2.4 | 0.2 | -0.3 | -3.1 | -1.9 | -0.8 | 4.1 | -0.9 | 4.7* | 3.3 | 7.3
CCCOc1ccc(CCC(=O)N/N=C/c2ccco2)cc1 | -1.0 | -0.3 | -1.9 | -5.4 | -1.5 | -3.3 | 4.3 | -2.0 | nt | 0.8 | -6.3
COc1ccc(N(CC(=O)N2CCN(c3cccc(C)c3)C(C)C2)S(=O)(=O)c2c(C)n[nH]c2C)cc1 (configuration not stated) | -4.1 | 0.1 | -0.3 | 5.4 | -1.8 | -0.9 | 3.0 | -0.6 | -0.1 | -0.8 | -18.1
COc1ccccc1N1C(=O)CC1(C#N)c1ccc(OCc2ccccc2)cc1 (configuration not stated) | 1.0 | -1.2 | -0.1 | -0.9 | -0.7 | -3.5 | -3.4 | -0.6 | -2.4 | 1.6 | -14.4
O=C(COC(=O)c1ccc[nH]c1=O)NCC12CC3CC(CC(C3)C1)C2 | 4.5 | 0.8 | -1.0 | -5.8 | 1.1 | 2.3 | 3.2 | -0.5 | 2.5 | 2.0 | 0.1
COC(=O)CN1C(=O)[C@H]2[C@@H](/C=C/c3ccccc3)N3C(=O)CN(Cc4ccc(-c5ccccc5)cc4)C(=O)[C@@]3(C)[C@H]2C1=O | -0.3 | -0.3 | 0.6 | 3.2 | -0.5 | 0.1 | 1.2 | -0.3 | 1.1 | 3.4 | -59.6
O=C(CCC(=O)n1ncc2ccccc21)NCc1ccc(F)cc1 | -1.6 | 0.8 | 0.1 | -2.1 | 2.5 | -1.8 | -1.3 | -1.2 | 0.3 | 0.4 | 7.4
O=C(CCSCc1ccccc1F)NCc1cccnc1 | -1.7 | 0.7 | -0.3 | -2.7 | -1.0 | -3.3 | -1.9 | -1.5 | 0.1 | 1.2 | 0.2
CCCCNC(=O)c1ccc(N2CCOCC2)c(NS(=O)(=O)c2ccc(OC)cc2)c1 | -2.3 | -0.1 | -3.3 | -3.9 | -2.2 | -3.1 | 3.3 | -1.4 | -0.1 | 0.6 | 1.3
COc1ccc(S(=O)(=O)N[C@@H](Cc2ccccc2)C(=O)N2CC[C@@]3(O)CCCC[C@H]3C2)cc1 | -3.1 | 0.2 | -1.3 | 3.1 | -0.3 | 5.5 | -0.7 | -1.4 | 0.0 | -0.2 | -1.9
COc1ccc(NS(=O)(=O)c2cc(N)ccc2N2CCOCC2)cc1 | -0.5 | 0.4 | -0.8 | 0.6 | -0.1 | -2.2 | 3.2 | -0.7 | 0.8 | 3.6 | 5.9

Sorted by heavy-atom count (smallest number first): 3 of the compounds above
SMILES | hgDAF12 agonist | DAX1 inh-1 | PG9 Ab binder | PLCb3 inh | hcDAF12 agonist | SMARCA2 act | Rev-erbA mod | ssDAF12 agonist | DAX1 inh-2 | GAA850 FXN act | HGIII-sPLA2 inh
O=C(CCSCc1ccccc1F)NCc1cccnc1 | -1.7 | 0.7 | -0.3 | -2.7 | -1.0 | -3.3 | -1.9 | -1.5 | 0.1 | 1.2 | 0.2
O=C(CCC(=O)n1ncc2ccccc21)NCc1ccc(F)cc1 | -1.6 | 0.8 | 0.1 | -2.1 | 2.5 | -1.8 | -1.3 | -1.2 | 0.3 | 0.4 | 7.4
COC(=O)CN1C(=O)[C@H]2[C@@H](/C=C/c3ccccc3)N3C(=O)CN(Cc4ccc(-c5ccccc5)cc4)C(=O)[C@@]3(C)[C@H]2C1=O | -0.3 | -0.3 | 0.6 | 3.2 | -0.5 | 0.1 | 1.2 | -0.3 | 1.1 | 3.4 | -59.6
